Screening results as filed in PubChem BioAssay.
NPR2 activator: GC-B (human) receptor activation; P20594; HEK293-GC-B cells, CNP EC30, cGMP TR-FRET; 0% at EC30 CNP, 100% saturating CNP; activation, % at 10 µM; actives 0.11% (n = 370,000); AID 1920062;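 active = activation at 10 µM reaching about 35% in either raw or pattern-adjusted values, limit read from the data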
NPR1 activator: GC-A (human) enzyme activation; P16066; HEK293 GC-A cells, cGMP TR-FRET, EC30 ANP; 0% at EC30 ANP, 100% saturating ANP; activation, % at 10 µM; actives 0.14% (n = 370,000); in the data active = activation above about 40%
ASAP1 GAP inh: ASAP1 ArfGAP inhibition. ASAP1-stimulated ARF1 GTP hydrolysis, GDP FP detection. inhibition, % at 16.5 µM. actives 0.19% (n = 360,000); in the data active = inhibition above about 25%;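 note: 0% = vehicle with enzyme and substrate and 100% = no enzyme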
rCAG RNA binder: r(CAG) repeat RNA binding. AID 651821. TO-PRO-1 dye displacement fluorescence. inhibition, % at 3 µM. actives 1.3% (n = 370,000);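 active = inhibition above the plate cutoff, the mean of all test compounds on that plate plus 3 SD, cut at about 35% in these data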;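 note: 0% = DMSO alone and 100% = 100 µM mitoxantrone as full dye displacement; higher means more dye released from RNA so lower well fluorescence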
PG9 binder: small molecules binding HIV-1 gp120 antibody PG9; TR-FRET gp120-PG9 antibody binding; inhibition, % at 6.7 µM; actives 0.43% (n = 360,000); AID 624416; in the data active = inhibition above about 8.5%
HTRA1 inhibitor: inhibitors of human serine peptidase HTRA1; recombinant HTRA1, FP-rhodamine activity-based probe, fluorescence polarization; actives 0.5% (n = 340,000); AID 504803; inhibition, % at 5.96 µM; Q92743; in the data active = inhibition above about 36%;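 note: 0% = enzyme with DMSO and 100% = wells lacking enzyme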
NR1D1 modulator: modulates human Rev-erb alpha binding to DNA; Rev-erbα–FITC-DNA binding, fluorescence polarization, 90 min; activity, % at 10 µM; actives 0.79% (n = 370,000);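 active = activity above about 14%, limit read from the data; passing the limit was not always enough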;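 note: 0% = DMSO wells with 35 nM protein and 100% = DMSO wells with 750 nM protein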
Target sequence (P20393 whole entry, looked up): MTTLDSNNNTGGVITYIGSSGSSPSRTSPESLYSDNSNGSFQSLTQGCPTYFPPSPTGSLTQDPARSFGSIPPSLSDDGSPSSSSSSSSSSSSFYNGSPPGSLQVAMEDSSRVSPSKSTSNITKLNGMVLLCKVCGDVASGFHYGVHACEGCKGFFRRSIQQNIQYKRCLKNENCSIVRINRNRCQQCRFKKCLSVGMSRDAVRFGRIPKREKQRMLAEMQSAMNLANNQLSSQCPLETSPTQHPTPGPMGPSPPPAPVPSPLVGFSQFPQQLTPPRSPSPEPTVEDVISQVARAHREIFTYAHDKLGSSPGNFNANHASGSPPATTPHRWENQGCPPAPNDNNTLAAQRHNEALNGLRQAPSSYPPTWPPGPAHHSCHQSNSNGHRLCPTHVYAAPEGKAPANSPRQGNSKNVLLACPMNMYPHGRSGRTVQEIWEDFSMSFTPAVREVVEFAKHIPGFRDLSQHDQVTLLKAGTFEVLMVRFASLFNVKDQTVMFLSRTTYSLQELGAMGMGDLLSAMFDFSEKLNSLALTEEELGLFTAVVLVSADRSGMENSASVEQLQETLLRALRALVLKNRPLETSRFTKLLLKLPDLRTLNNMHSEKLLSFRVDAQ
SMARCA2 act: increases SMARCA2 function in MMTV reporter cells; AID 652017; MG213 cells, MMTV-luciferase reporter, dexamethasone, overnight; activation, % at 9.1 µM; actives 1% (n = 370,000); in the data active = activation above about 7.8%;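 note: 0% = vehicle wells and 100% = reference activator wells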
ARFGAP1 inh: inhibits rat ARF GTPase activating protein 1. Q62848. Arfgap1-stimulated ARF1 GTP hydrolysis, GDP FP detection. inhibition, % at 16.5 µM. actives 0.26% (n = 360,000);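 active = inhibition above a per-plate limit, mean inhibition of low control wells plus 3 SD, cut at about 25% in these data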;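 note: 0% = DMSO wells with enzyme and 100% = wells lacking Arfgap1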
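Assay system: purified rat His6-Arfgap1 residues 1-136 (GAP domain); Reagent: human Δ17 ARF1 bound to GTP; Dosing: 16.5 µM single point, 1.26% DMSO; Times: GTP hydrolysis reaction 2 h at 25 °C; Signal: FP, GDP Alexa 633 tracer displaced from anti-GDP antibody, 620/688 nm; Measure: % inhibition from polarization.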
mABHD4 FP: inhibitors of mouse ABHD4 | Q8VD66 | purified mABHD4, FP-Rh probe fluorescence polarization | inhibition, % at 8.92 µM | actives 0.54% (n = 370,000);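 active = inhibition exceeding the mean over every tested compound plus 3 SD, cut at about 30% in these data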;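 note: 0% = plate median of compound wells and 100% = S159A mutant with DMSO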
Target sequence (Q8VD66 whole entry, looked up): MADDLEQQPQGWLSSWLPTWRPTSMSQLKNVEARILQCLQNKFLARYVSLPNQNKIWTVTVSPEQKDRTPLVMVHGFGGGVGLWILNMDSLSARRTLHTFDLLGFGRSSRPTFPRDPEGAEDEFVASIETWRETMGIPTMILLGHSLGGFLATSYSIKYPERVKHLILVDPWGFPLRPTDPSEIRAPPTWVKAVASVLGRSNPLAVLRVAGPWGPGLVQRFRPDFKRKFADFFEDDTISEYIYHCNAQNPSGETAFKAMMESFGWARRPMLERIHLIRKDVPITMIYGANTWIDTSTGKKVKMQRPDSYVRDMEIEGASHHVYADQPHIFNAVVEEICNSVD
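Test system: mABHD4 protein; Read-out basis: % inhibition; Incubation: 45 min + 60 min at 25 °C; Repeats: single replicate; Technique: fluorescence polarization with parallel and perpendicular emission, 525/598 nm; Compound: 8.92 µM, single dose; Benchmarks: full inhibition S159A mutant plus DMSO, zero as sample-well median.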
An asterisk follows results filed as active; . = no result given. Not a hit list. Share with any hit: about 4.4%.

canonical_smiles	SMARCA2 act	ARFGAP1 inh	NPR2 activator	NR1D1 modulator	NPR1 activator	mABHD4 FP	HTRA1 inhibitor	rCAG RNA binder	PG9 binder	ASAP1 GAP inh
CC(NC(=O)COC(=O)C1CCC1)c1ccccc1 (stereo unspecified)	-0.4	5.9	4.6	-4.3	1.1	5.2	1.5	0.0	1.7	-10.1
C=CCC1(CC=C)CCCN1C(=O)c1cc(COc2ccc(-n3cncn3)cc2)on1	-3.2	8.5	-1.1	3.6	-3.5	2.4	-8.6	-6.6	0.5	-1.6
CCOC(=O)CSc1ccc(C(=O)Nc2ccc(OC)cc2)cn1	0.4	-1.3	2.6	-0.4	4.1	-2.7	-4.4	-5.2	-0.4	-7.1
COC(=O)c1cccc(CN2C(=O)SC(Nc3ccccc3)C2=O)c1 (stereo unspecified)	6.5	12.3	-1.2	-28.0	-3.3	5.7	-3.6	29.2	-2.7	-2.1
COC(=O)[C@]1(CNS(=O)(=O)c2ccc(F)cc2)CC(=O)N(C)[C@@H]1c1ccccc1	-1.3	.	-4.0	4.0	0.0	0.0	.	0.3	.	.
O=C(CSc1ccc(-c2ccccc2)nn1)N1CCN(c2ccccc2)CC1	0.2	0.5	1.0	0.4	3.7	-13.4	-5.3	-4.0	-0.9	-9.9
C/C(=N\NC(=O)Cc1cccs1)c1ccco1	-0.7	.	7.0	-0.8	6.0	3.0	.	6.2	.	.
Cc1cc(NC(=O)COC(=O)C2CCN(S(=O)(=O)c3c(Cl)cccc3Cl)CC2)no1	0.0	-4.9	-14.2	2.1	6.7	-7.2	-16.7	1.7	0.8	9.6
O=C(COC(=O)c1ccc2c(c1)C(=O)N(Cc1ccncc1)C2=O)Nc1ccccc1[N+](=O)[O-]	0.8	7.1	6.9	-4.2	5.2	14.3	6.2	13.4	-1.1	19.2
COc1cccc(-c2nnc(SCN3C(=O)c4ccccc4C3=O)n2C)c1	-2.0	9.3	14.8	5.5	7.9	-2.8	0.2	-4.9	1.5	-6.0
Cc1c(-n2c(-c3ccccc3)nc3ccccc3c2=O)c(=O)n(-c2ccccc2)n1C	-1.1	-8.9	5.8	-0.6	0.6	7.7	-0.6	-3.3	-1.1	-1.1
CC(C)C[C@H]1CN([C@@H](CC(C)C)CN2CCCC2CN2C(=S)NC[C@@H]2Cc2ccccc2)C(=S)N1CC1CCCCC1 (stereo partly specified)	0.6	-7.2	-10.6	-5.8	-1.6	3.4	.	2.7	0.7	-6.8
O=C(Cn1cc(C(F)(F)F)ccc1=O)N/N=C/c1ccc(F)cc1	-1.1	8.3	-1.4	-1.6	6.0	3.4	2.0	-2.2	-0.5	5.2
O=[N+]([O-])c1cc(S(=O)(=O)N2CCCCC2)ccc1NCc1cccc(Cl)c1	-2.2	13.6	3.3	-2.0	-2.6	7.9	-6.9	8.0	-0.1	1.2
CCN(C[C@H]1N[C@@](CC)(C(=O)OC)[C@H]2C(=O)N(C)C(=O)[C@@H]12)C(=O)Nc1ccc(Cl)cc1	0.0	-4.8	0.8	-2.3	-1.7	-3.6	5.2	0.1	-0.4	3.4
OC(COC(c1ccc(Cl)cc1)c1ccc(Cl)cc1)CN1CCCC1 (stereo unspecified)	-1.1	5.7	-21.4	-1.3	-44.0	7.0	-9.5	1.6	-0.7	19.5
CN1CCN(C(=O)c2cnn(-c3ccccc3)c2NC(=O)c2ccc(Br)cc2)CC1	-3.3	1.3	-10.4	0.6	-12.6	-5.4	-4.6	0.1	-2.3	4.0
COc1ccc(C(=O)NCCS(=O)(=O)N2CCN(C(=O)c3ccco3)CC2)cc1	-2.4	-9.9	-0.3	-2.5	0.7	5.3	-1.9	-2.0	-1.8	9.4
Cc1ccccc1NC(=O)Nc1ccccc1C(N)=O	0.7	0.3	3.6	-2.0	-2.6	-3.4	3.9	1.7	-2.9	6.2
CCOC(=O)c1ccc(NC(=O)C2CCN(S(=O)(=O)c3c(C)nn(C)c3C)CC2)cc1	3.0	2.8	-2.2	0.0	0.7	2.3	-9.2	1.3	1.0	4.6
CC1CCN(Cc2nc(-c3ccc(Cl)cc3)no2)CC1	-3.9	-1.2	-0.7	-2.7	10.7	-4.4	2.9	-3.0	1.5	-1.7
CC(C)OP(C)(=O)CN1CCN(CP(C)(=O)OC(C)C)CC1 (stereo unspecified)	-0.9	6.5	-2.1	-0.1	-0.5	-6.8	0.4	-2.9	2.0	0.0
Clc1cccc2c1Sc1ccccc1CC2N1CCNCC1 (stereo unspecified)	-3.3	-4.6	-10.5	10.5	-11.2	20.5	6.9	13.7	1.8	-13.7
COc1ccc(OC)c(/C=N/N2CCN(c3ccc(Cl)cc3)CC2)c1	-3.0	1.2	-2.2	-5.2	-4.0	-9.4	3.7	1.6	-0.5	4.8

Arranged by number of heavy atoms (falling): part of the list above
canonical_smiles	SMARCA2 act	ARFGAP1 inh	NPR2 activator	NR1D1 modulator	NPR1 activator	mABHD4 FP	HTRA1 inhibitor	rCAG RNA binder	PG9 binder	ASAP1 GAP inh
O=C(COC(=O)c1ccc2c(c1)C(=O)N(Cc1ccncc1)C2=O)Nc1ccccc1[N+](=O)[O-]	0.8	7.1	6.9	-4.2	5.2	14.3	6.2	13.4	-1.1	19.2
COc1ccc(C(=O)NCCS(=O)(=O)N2CCN(C(=O)c3ccco3)CC2)cc1	-2.4	-9.9	-0.3	-2.5	0.7	5.3	-1.9	-2.0	-1.8	9.4
O=[N+]([O-])c1cc(S(=O)(=O)N2CCCCC2)ccc1NCc1cccc(Cl)c1	-2.2	13.6	3.3	-2.0	-2.6	7.9	-6.9	8.0	-0.1	1.2
Cc1ccccc1NC(=O)Nc1ccccc1C(N)=O	0.7	0.3	3.6	-2.0	-2.6	-3.4	3.9	1.7	-2.9	6.2

Next results follow.
canonical_smiles	SMARCA2 act	ARFGAP1 inh	NPR2 activator	NR1D1 modulator	NPR1 activator	mABHD4 FP	HTRA1 inhibitor	rCAG RNA binder	PG9 binder	ASAP1 GAP inh
O=C(Oc1cccc2ccccc12)c1ccco1	-1.2	0.0	4.2	1.6	1.6	4.7	6.9	-0.9	0.0	-18.5
N=c1ccccn1CC(O)COc1ccccc1 (stereo unspecified)	0.7	-1.2	2.4	-0.3	4.9	-0.7	1.1	-2.3	1.0	-3.2
CN(CCO)c1ccc(C=NNc2ccc([N+](=O)[O-])cc2S(=O)(=O)Nc2ccccc2C(=O)O)cc1	-0.8	10.3	-0.8	21.3*	1.5	46.1*	.	90.8*	-2.1	5.1
CCOC(=O)c1cccc(NC(=O)CN(C)S(=O)(=O)c2ccc(-c3cocn3)s2)c1	-7.3	.	-1.1	7.7	-2.5	-0.8	.	3.0	.	.
COc1ccc(C(C(=O)N(C)C2CCCC2)N(Cc2ccc(F)cc2)C(=O)c2ncn[nH]2)cc1OC (stereo unspecified)	-5.8	.	-4.5	-3.9	0.8	-1.6	.	3.6	.	.
O=c1oc2ccccc2c(Nc2ccc(F)cc2)c1[N+](=O)[O-]	-2.4	10.5	6.0	1.2	0.7	1.3	-0.5	2.1	-1.7	-6.5
O=C1N(c2ccccc2)c2ccccc2[C@]12C[C@H](O)CO2	1.9	-9.5	1.6	3.2	0.3	0.3	.	0.4	-2.6	-8.3
COc1c2c(nc3ccccc13)OC(C(C)(O)CO)C2 (stereo unspecified)	-1.2	-2.5	1.7	-1.9	3.4	4.6	-5.0	2.0	-1.3	4.3
CCNC(=S)N/N=C/c1ccc(F)cc1	-2.1	-0.4	15.1	-1.4	12.5	5.0	.	-0.6	0.7	-3.9
COc1ccc(OC)c(S(=O)(=O)N2CCCC(C(=O)N3CCOCC3)C2)c1 (stereo unspecified)	-0.6	-0.5	-5.6	1.6	2.4	-2.4	5.6	2.9	-0.3	8.3
N#CCC(=O)N/N=C/c1cc(Br)ccc1OCc1cccc2ccccc12	0.6	15.7	-9.9	-2.4	-27.4	-9.0	-55.0	13.9	-1.6	17.2
O=C(COC(=O)Cc1ccc(Cl)cc1)NCc1ccco1	-0.9	6.8	-2.3	-0.1	-0.8	4.2	-2.3	5.3	-2.3	9.4
Cc1nc(NC(=O)CCc2ccccc2)sc1C	-0.1	-19.0	0.2	0.1	-0.8	-8.9	6.6	4.8	0.3	11.2
C[C@H](O)[C@@H]1CN2CCc3ccc(-c4ccc5c(c4)OCO5)cc3[C@@H]2C[C@@H]1N(C)Cc1cc(Cl)cc(Cl)c1	1.4	2.2	1.8	1.4	3.1	-7.5	.	3.3	0.1	-3.2
COc1ccc(-c2oc3cccnc3c2C#CC2(O)CCCCC2)cc1	1.3	4.6	-23.5	-1.6	-15.0	-28.7	-68.2	4.9	-0.6	-4.3
COc1cc2nc(-c3cccs3)oc(=O)c2cc1OC	0.3	4.8	0.5	1.8	10.5	4.5	-1.7	0.1	4.9	-3.1
CNc1cccc(-c2ccc(C(C)=O)s2)n1	3.2	7.3	-0.1	0.5	4.1	7.5	.	2.1	-1.3	-7.5
O=C(NC(=O)c1cnccc1C(F)(F)F)Nc1ccccc1	2.0	10.3	-3.1	4.9	-2.4	-2.4	2.8	-4.8	1.0	5.2
Cc1cccc(C(=O)NNC(=O)CCCCC(=O)NNC(=O)c2cccc(C)c2)c1	-2.8	3.7	11.0	-0.9	2.9	-4.2	-0.9	-4.8	-2.9	-0.4
Cc1sc(-c2ccncc2)nc1OC(=O)c1ccccc1	-1.5	2.5	-4.8	-2.0	6.9	-4.8	6.3	2.5	-1.0	3.1
Cc1ccc(C)c(NC(=O)CCS(=O)(=O)c2ccccc2)c1	0.6	.	-6.6	-7.9	-0.7	-4.2	.	5.8	.	.
Cc1cc(NC(=O)Nc2ccccc2)n(-c2ccccc2)n1	-2.1	-1.6	-0.9	-1.8	0.5	-2.2	-2.5	1.2	-1.1	3.6
